Hsp70 inhibitors: Hsp70 inhibitors, probe displacement, primary screen, biochemical, fluorescence polarization (AID 583). Hsp70 fluorescence polarization probe displacement, mP; higher % means a stronger effect. 140,000 compounds, 0.06% hits. displacement, % at 20 µM; hits with a dose series show IC50 in µM; in the data active = displacement above about 50%;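 note: plate controls were vehicle for no effect and reference ligand for full effect; a part of the inactive calls stands beside numbers as strong as those of hits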
Rat MKP-3 inhibitors: inhibition of rat DUSP6 enzyme activity – biochemical, in vitro, primary screen (AID 425); recombinant MKP-3 phosphatase activity, fluorescence; higher % means a stronger effect; one-dose inhibition, % at 20 µM; IC50 in µM for titrated hits; 110,000 compounds, 0.17% hits; in the data active = inhibition above about 50%;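 note: plate controls were vehicle for no effect and reference inhibitor for full effect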
* = called active by the depositor; nt = not tested or not shown; & = joins results of further samples.

Hsp70 inhibitors | Rat MKP-3 inhibitors | SMILES
5.0% | -14% | CC1(c2ccccc2)NC(=O)N(CCN2C(=O)c3ccccc3C2=O)C1=O (stereo not drawn)
-1.6% | nt | O=C(Nc1ccc(N2CCOCC2)c(Cl)c1)c1cc2ccccc2o1
5.3% | 0% | O=C1c2ccccc2C(=O)N1CCCCN(C(=O)c1cccc([N+](=O)[O-])c1)c1ccc(F)cc1F
-2.8% | nt | Cc1nc2ccc(NC(=O)c3sccc3C)cc2s1
-0.8% | -10% | CCS(=O)(=O)N1CCCC(C(=O)NC2CCCCC2)C1 (stereo not drawn)
0.3% | 1% | O=C(O)CC(NC(=O)c1ccc(Cl)cc1)c1ccccc1 (stereo not drawn)
-4.3% | 4% | COc1ccc(N2C(=O)NC(=O)/C(=C\c3cccc(OC)c3OC)C2=O)cc1
-5.9% | 0% | CCOc1ccccc1NC(=O)CN(c1cc(C)cc(C)c1)S(=O)(=O)c1ccccc1
-1.1% | -3% | O=C(c1ccncc1)N1CCN(C(=O)c2ccncc2)CC1
-2.5% | -4% | COC(=O)NCC1(C)CC(NC(=O)OC)CC(C)(C)C1 (stereo not drawn)
3.2% | 3% | CC1(C)CC(=O)C/C(=N/NC(=O)c2ccccc2)C1
4.4% | -11% | Cc1nnc(SCc2ccccc2C#N)n1-c1ccccc1
2.8%&5.2% | -2%&1% | CCCCC(=O)Nc1ncc2c(n1)CC(C)(C)CC2=O
0.8% | -1% | CC(OC(=O)CNC(=O)c1ccc2c(c1)OCO2)C(=O)NCCC1=CCCCC1 (stereo not drawn)
1.4% | 3% | COCCOC(=O)C1=C(C)NC(=O)CC1c1cccc(Cl)c1Cl (stereo not drawn)
0.7% | -4% | COC(=O)Cc1[nH]nc2c1C1(CCSCC1)C(C#N)=C(N)O2
4.8% | 6% | CC(C(=O)NCC1CCCO1)n1cccc1C(=O)c1ccccc1 (stereo not drawn)
nt | -3% | COc1cc(OC)cc(-c2cc3nc(C)c(CCC(=O)O)c(C)n3n2)c1
-1.0% | -8% | CC(=O)Nc1ccc(S(=O)(=O)N(C)CC(=O)NC2=NCCS2)cc1
-6.5% | nt | CCCCN1C(=O)/C(=C2/C=CC=CN2C)SC1=S
-5.0% | nt | COc1ccc(CNc2ccc3c(c2)ncn3-c2ccccc2OC)cc1
-3.3% | 4% | Cn1c(/C(C#N)=C/c2cccc([N+](=O)[O-])c2O)nc2ccccc21
1.3% | -7% | CCOC(=O)C1CCCN(Cc2c(Cl)cccc2Cl)C1 (stereo not drawn)
4.5% | -21% | N#Cc1nc(-c2cccs2)oc1NCc1ccco1
3.6% | -3% | O=C(NCc1ccc(Cl)cc1)c1noc2c1CCCCC2
0.6% | -4% | COC(=O)c1cc(Br)ccc1OC(=O)c1cccnc1
nt | 2% | COc1ccc(-c2noc(CCC(=O)Nc3cc(OC)ccc3OC)n2)cc1
3.9% | -6% | c1ccc(-c2nn3c(C4CCCCC4)nnc3s2)nc1
0.1% | -11% | CC1CN(C(=O)CSc2nnc(-c3ccc(Cl)cc3)n2C)CC(C)O1 (stereo not drawn)
-2.0% | 0% | O=C(O)/C=C/C(=O)Nc1cc([N+](=O)[O-])ccc1F
nt | -14% | O=P1(Nn2cnnc2)C=C(c2ccccc2)OC(c2ccccc2)=C1
1.5% | 2% | O=[N+]([O-])c1ccc2c(c1)c1ccccc1n2Cc1ccccc1O
1.8% | 0% | Clc1ccccc1Cn1nnc2c(NCC3CC3)ncnc21
-4.2% | 0% | O=C(Nc1cccc(F)c1)/C(=C/c1cccnc1)NC(=O)c1cccc(Br)c1
-0.9% | -12% | CCC(CO)NC(=O)c1cccc(S(=O)(=O)N2c3ccccc3CC2C)c1 (stereo not drawn)
17% | 29% | CN(C)c1ccc(/C=C2/SC(N=Nc3c(O)[nH]c4ccccc34)=NC2=O)cc1
3.2% | 6% | O=C(CCN1C(=O)/C(=C\c2ccc(Cl)cc2)SC1=S)Nc1cccc(C(=O)O)c1
3.0% | 1% | Cc1nc([N+](=O)[O-])cn1-c1cccc(O)c1
2.1% | 1% | CN1C(=O)/C(=C/c2ccc(O)c(O)c2)SC1=S
-3.5% | -2% | COc1ccc(N(CC(=O)Nc2ccccc2Cl)S(=O)(=O)c2ccccc2)cc1Cl
3.7% | 0% | Fc1ccccc1CCNc1nnnn1-c1ccccc1
1.6% | 0% | CNC(=S)N(C)/N=C(C)\C=N\N(C)C(=S)NC
-0.1% | -1% | CCc1ccc2c(COC(=O)c3n[nH]c4ccccc34)cc(=O)oc2c1
5.3% | -1% | Clc1ccc(C2=Nn3c(nnc3-c3cccnc3)SC2)s1
0.7% | -1% | COc1cc(C2N(c3cc(C)on3)C(=O)C3CCCN32)cc(OC)c1OC (stereo not drawn)
-0.9% | nt | COC(=O)C1=C(N)c2c(F)cccc2C1(C#N)c1ccc(F)cc1 (stereo not drawn)
4.4% | -2% | CCCN(CCC)S(=O)(=O)c1ccc(C(=O)O)cc1
1.1% | -12% | O=C(CN1C(=O)C2CC=CCC2C1=O)Nc1nc2ccccc2[nH]1 (stereo not drawn)
-2.5% | -8% | COc1ccc(N2C(=O)CC(NCc3cccc(F)c3)C2=O)cc1 (stereo not drawn)
-1.0% | nt | O=C1Nc2ccc(Br)cc2C1=Nc1ccc(-c2nnc3n2CCCCC3)cc1
1.6% | 0% | O=C1NN(c2ccccc2)C(=O)/C1=C\c1ccc(Cl)cc1Cl
2.1% | -9% | COCCn1nnnc1C(c1cc(OC)ccc1OC)N1CCc2ccccc2C1 (stereo not drawn)
-4.1% | -8% | Cc1ccc2oc(=O)c3cnn(CC(=O)N4CCN(c5ccccn5)CC4)c3c2c1
-7.5% | nt | CN(C)/C=C/C=C1C(=O)CCCC1=O
-4.6% | 2% | Cc1ccc(NC(=O)C2CCC(C)(C(=O)NN)C2(C)C)cc1 (stereo not drawn)
0.2% | -8% | COc1ccc2nc(/N=C\N(C)C)sc2c1
-1.5% | 0% | O=C1CN(c2ccc(Cl)cc2)C(=O)N1
0.4% | 4% | COc1ccccc1NC(=O)C1=C(C)NC(=S)NC1c1cccc([N+](=O)[O-])c1 (stereo not drawn)
4.9% | 0% | O=C(c1ccc(F)cc1)N1CCN(c2ccc(F)cc2)CC1
-1.7% | 3% | CCCn1c(C(O)c2cc(OC)c(OC)c(OC)c2)nc2ccccc21 (stereo not drawn)

Overlap with the part before: 3 compounds; new compounds follow.
Hsp70 inhibitors | Rat MKP-3 inhibitors | SMILES
0.4% | 4% | COc1ccccc1NC(=O)C1=C(C)NC(=S)NC1c1cccc([N+](=O)[O-])c1 (stereo not drawn)
4.9% | 0% | O=C(c1ccc(F)cc1)N1CCN(c2ccc(F)cc2)CC1
-1.7% | 3% | CCCn1c(C(O)c2cc(OC)c(OC)c(OC)c2)nc2ccccc21 (stereo not drawn)
4.2% | 0% | Cc1sc(NC(=O)C2CC3CCC2C3)c(C(N)=O)c1C (stereo not drawn)
4.9% | -7% | CCNc1nc(NCC)n2c(SCc3ccc(F)cc3)nnc2n1
2.6% | -7% | O=C(Oc1cccc(-n2cnnn2)c1)c1sc2ccccc2c1Cl
3.7% | -4% | CCOC(=O)c1cc2ccccc2nc1C
-3.7% | nt | CCC(C)NC(=O)C1CCCCN1S(=O)(=O)c1ccc(F)cc1 (stereo not drawn)
-0.9% | 2% | CCOc1ccc2nc(NC(=O)CCC(=O)O)sc2c1
-4.1% | 5% | COc1ccc(N2C(=O)C3C4C=CC(C4=C(C)C)C3C2=O)c([N+](=O)[O-])c1 (stereo not drawn)
-3.3% | -6% | CN(C)Cc1nc2c([nH]1)c(=O)n(C)c(=O)n2C
-3.9% | nt | COc1ccc(-c2nn(-c3ccccc3)cc2C#N)cc1
-2.5% | 4% | CN(C)S(=O)(=O)N1CCN(C(=O)c2ccccc2Cl)CC1
8.8% | -5% | CCN(CC)CCNC(=O)Cn1nc(C)c2ccccc2c1=O
2.4% | 5% | COc1cccc2sc(Nc3nnc(-c4cccs4)o3)nc12
0.7% | 4% | CCC(=O)Nc1ccc(NC(=O)c2cc(Cl)ccc2OC)cc1
3.8% | -11% | COc1cc(C(c2nnnn2C(C)(C)C)N2CCN(c3nc4ccccc4s3)CC2)ccc1O (stereo not drawn)
-0.4% | 4% | O=C(N=Nc1c(O)n(CN2CCCCCC2)c2ccccc12)c1cccnc1

Another view of 5 compounds above:
Each structure is followed by: Hsp70 inhibitors | Rat MKP-3 inhibitors
- COc1ccc(N2C(=O)C3C4C=CC(C4=C(C)C)C3C2=O)c([N+](=O)[O-])c1 (stereo not drawn)
 : -4.1% | 5%
- CN(C)Cc1nc2c([nH]1)c(=O)n(C)c(=O)n2C
 : -3.3% | -6%
- COc1ccc(-c2nn(-c3ccccc3)cc2C#N)cc1
 : -3.9% | nt
- CN(C)S(=O)(=O)N1CCN(C(=O)c2ccccc2Cl)CC1
 : -2.5% | 4%
- CCN(CC)CCNC(=O)Cn1nc(C)c2ccccc2c1=O
 : 8.8% | -5%

(continued)
Hsp70 inhibitors | Rat MKP-3 inhibitors | SMILES
4.6% | 1% | CCN(CC)c1ccc(/C=N/Nc2nc(-c3cc4cccc(OC)c4oc3=O)cs2)c(O)c1
-4.9% | -1% | CCOc1cc(/C=c2\sc3nc4cc(C)c(C)cc4n3c2=O)ccc1O
5.2% | -10% | O=C1CC2(CCCCC2)Oc2ccc(O)cc21
5.5% | -12% | O=C(Nc1ccc2c(c1)oc1ccccc12)c1ccncc1
-1.2% | 0% | Cc1cc(-n2nc(C)cc2C)n2ncc(-c3ccccc3)c2n1
8.1% | nt | Cc1c(/C(O)=C2\C(=O)C(=O)N(CCN(C)C)C2c2ccco2)cnn1-c1ccccc1 (stereo not drawn)
-1.5% | nt | Cc1ccc(S(=O)(=O)NCc2cccnc2)s1
4.6% | nt | COc1ccc(-c2csc(C)n2)cc1OC
1.2% | -15% | O=C(O)CCC(=O)Nc1ccc(C(=O)OC2CCCCC2)cc1
-1.6% | 6% | CCOCCCNS(=O)(=O)Cc1ccccc1
0.4% | 5% | O=C(CN(c1ccc(F)cc1)S(=O)(=O)c1ccccc1)N1CCCCCC1
4.2% | 7% | COc1ccc(S(=O)(=O)Cc2ccc(C(=O)NCCCN(C)c3ccccc3)o2)cc1
0.2% | 2% | COc1cc(NC(=O)COc2ccc(C)c(C)c2)c(OC)cc1Cl
-2.3% | 2% | CCOC(=O)COc1cc2c3c(c(=O)oc2cc1C)CCCC3
-1.0% | -2% | Cn1c(=O)c2c(nc3n2CC(=O)N3c2cccc(Cl)c2)n(C)c1=O

Arranged by the number under Rat MKP-3 inhibitors (low to high): some entries from above
Hsp70 inhibitors | Rat MKP-3 inhibitors | SMILES
5.2% | -10% | O=C1CC2(CCCCC2)Oc2ccc(O)cc21
4.6% | 1% | CCN(CC)c1ccc(/C=N/Nc2nc(-c3cc4cccc(OC)c4oc3=O)cs2)c(O)c1
0.2% | 2% | COc1cc(NC(=O)COc2ccc(C)c(C)c2)c(OC)cc1Cl
0.4% | 5% | O=C(CN(c1ccc(F)cc1)S(=O)(=O)c1ccccc1)N1CCCCCC1

Next part
Hsp70 inhibitors | Rat MKP-3 inhibitors | SMILES
11% | nt | COC(=O)C1=C(C)OC(N)=C(C#N)C1c1cccnc1 (stereo not drawn)
5.4% | 3% | CCCCN=C(N)/C(C(=O)OCC)=C(\O)c1ccc(OC)cc1
5.5% | 0% | CCOc1c(C=C(C#N)C#N)c2ccccc2n1CC
1.5% | 5% | C/C(=N\NC(=O)c1[nH]nc2c1CCc1ccccc1-2)c1ccccc1O
1.3% | 4% | CCCc1nc2ccccc2n1CC(O)COc1ccc([N+](=O)[O-])cc1 (stereo not drawn)
0.6% | 0% | COC(=O)C(=O)c1c[nH]c2ccccc12
-6.8% | nt | Cc1ccc(CNC(=O)c2cn(C)c(=O)c3c2c2ccccc2n3C)o1
-0.5% | 1% | COC(=O)C1=C(C)NC2=C(C(=O)c3ccccc32)C1c1ccc(-c2ccc([N+](=O)[O-])cc2OC)o1 (stereo not drawn)
0.5% | nt | O=C(Nc1ccc2c(c1)OCO2)N1CCN(c2ncc(C(F)(F)F)cc2Cl)CC1
-17% | 9% | O=C1NC(=S)NC(=O)C1=Cc1cn(CCOc2ccc(Br)cc2)c2ccccc12
-0.6% | 4% | CC(C)Nc1oc(-c2cccc3ccccc23)nc1C#N
4.2% | -2% | O=C(CCNc1ccc(Cc2ccncc2)cc1)c1cccc([N+](=O)[O-])c1
nt | -8% | COc1ccc(S(=O)(=O)Nc2nnc(C)s2)cc1
-0.1% | -12% | CCCCN1CCc2c([nH]c3ccc(C)cc23)C1=O
2.1% | 1% | COc1ccc(OC)c(/C=C/C(=O)Nc2ccc(OC)cc2OC)c1
0.6% | -13% | CCOC(=O)c1[nH]c2ccccc2c1N=CN(CC)CC
1.2% | 3% | Cc1cc(C(=O)N2CCCC2C(=O)O)c(C)o1 (stereo not drawn)
3.5% | 1% | CC(C)C(C(=O)O)N1C(=O)/C(=C\c2ccccn2)SC1=S (stereo not drawn)
-4.3% | 2% | COc1cc(C(=O)Nc2c(C)cc(C)c(NC(=O)c3cc(OC)c(OC)c(OC)c3)c2C)cc(OC)c1OC
7.7% | 1% | O=C(NCCN1CCOCC1)c1ccc(CS(=O)(=O)c2ccc(Br)cc2)o1
-2.8% | 4% | O=C(CSc1nc2sc3c(c2c(=O)[nH]1)CCCC3)N1CCCCC1
2.8% | 0% | CCN(CC(=O)Nc1ccc2c(c1)OCCO2)Cc1cc(=O)oc2cc(C)c(C)cc12
-1.1% | 3% | O=C(Nc1ccc(F)cc1F)c1ccc(COc2c(F)c(F)cc(F)c2F)o1

3 records drawn at random from the list so far:
Hsp70 inhibitors | Rat MKP-3 inhibitors | SMILES
-4.3% | 2% | COc1cc(C(=O)Nc2c(C)cc(C)c(NC(=O)c3cc(OC)c(OC)c(OC)c3)c2C)cc(OC)c1OC
-2.8% | 4% | O=C(CSc1nc2sc3c(c2c(=O)[nH]1)CCCC3)N1CCCCC1
1.2% | 3% | Cc1cc(C(=O)N2CCCC2C(=O)O)c(C)o1 (stereo not drawn)

Screening data (PubChem)

Not all compounds are listed (hit frequency here may not be typical).
